# High-throughput results (PubChem BioAssay)
# FLuc act counter: FLuc activators, initial screening, artefact control for FLuc-dependent activation tests, biochemical, ATPlite luminescence. Luciferin 4-monooxygenase (Photinus pyralis), P08659. ATPlite luciferase biochemical, 10 min; 0 = ATP-free wells, 1 = DMSO control. activation factor at 10 µM. 200,000 tested, under 10 active. AID 1027, 2008;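 active means luciferase activation factor, scaled between plate controls, of at least 2 with compound at 10 µM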
# Target sequence (P08659 whole entry, looked up): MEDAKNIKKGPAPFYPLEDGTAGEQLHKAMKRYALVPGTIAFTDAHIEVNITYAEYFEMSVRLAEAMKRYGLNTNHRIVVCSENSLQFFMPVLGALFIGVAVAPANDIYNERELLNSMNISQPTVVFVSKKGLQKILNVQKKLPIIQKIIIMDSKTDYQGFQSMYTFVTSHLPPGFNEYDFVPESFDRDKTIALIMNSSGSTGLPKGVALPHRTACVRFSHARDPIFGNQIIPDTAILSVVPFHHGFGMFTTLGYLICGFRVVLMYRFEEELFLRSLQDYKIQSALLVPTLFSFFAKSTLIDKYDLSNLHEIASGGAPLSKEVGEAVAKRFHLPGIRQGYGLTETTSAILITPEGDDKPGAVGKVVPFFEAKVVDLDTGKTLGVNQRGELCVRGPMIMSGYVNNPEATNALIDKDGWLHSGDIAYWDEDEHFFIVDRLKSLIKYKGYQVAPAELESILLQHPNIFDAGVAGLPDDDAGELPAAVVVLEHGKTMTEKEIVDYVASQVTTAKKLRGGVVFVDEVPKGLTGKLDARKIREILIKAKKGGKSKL
#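 Assay system: Luciferase/luciferin detection reagent, cell-free biochemical luciferase assay / Read-out: luciferase activation / Benchmarks: No-ATP low control, compound-free enzyme-plus-ATP high control / Medium: PBS buffer for ATP / Detection: luminescence measurement of luciferase light output / Schedule: 10 min at ambient temperature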
# Hsp70 activator: Hsp70 transcriptional activators, primary screen, cell-based, HeLa, Hsp70 promoter luciferase, luminescence, 10 µM; HeLa Hsp70 promoter luciferase reporter; scaled: vehicle 0, proteasome-inhibitor control 100%; activation, % at 10 µM; 200,000 tested, 0.04% active;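 active means activation above the mean across all tested compounds plus 3 SD, cutoff set per campaign, cut at about 5.5% in these data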;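 further: 100% = MG132 at 30 µM as the positive control and 0% = DMSO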
# G6PDH counter: L. mesenteroides G6PDH inhibitors, counter-screen for G6PDH-coupled screening assays, biochemical, Leuconostoc mesenteroides enzyme; AID 1020, 2008; Purified L. mesenteroides G6PDH, diaphorase/resazurin coupled fluorescence, 45 min; 200,000 tested, 0.12% active; glucose-6-phosphate dehydrogenase [Leuconostoc mesenteroides]; inhibition, % at 5 µM; in the data active means inhibition above about 50%
# APP transl inh: inhibitors of APP translation via 5'UTR reporter, primary screen, APP 5'UTR luciferase, SH-SY5Y cells; SH-SY5Y APP 5'UTR-luciferase reporter, luminescence; inhibition, % at 2 µM; 190,000 tested, 0.82% active; AID 1285, 2008;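 active means inhibition above a set limit, derived from the sample mean plus 3 SD, cut at about 45% in these data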; further: values of inactives mirror those of a sister screen read the other way
# NF-kB expr up: activators of NF-kB expression in neurons, primary screen, cell-based, HTS | human neuronal cells, NF-kB reporter expression; active compounds read high | 190,000 tested, 1.6% active | fold change at 12.5 µM | AID 1239, 2008; in the data active means fold change above about 3.3
# Redox H2O2 prof: compounds producing H2O2 with reducing agent – biochemical, NIH compound library profiling, artefact control for MLSCN library redox annotation, primary screen; activation, % at 10 µM; 200,000 tested, 0.03% active; DTT-dependent redox cycling H2O2, phenol red/HRP absorbance; 100% = 100 µM peroxide control, 0% = buffer;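 active means activation of at least 50% relative to the plate's high and low controls in the primary single-dose screen; inactive means activation below 50%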;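 further: compound incubated with DTT at 0.8 mM final as the reducing agent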
# FLuc inh counter: firefly luciferase enzyme inhibitors, primary screen, artefact control for luciferase-based inhibitor screens, biochemical, luminescence, ATPLite | Luciferin 4-monooxygenase (Photinus pyralis), P08659 | 10 min | inhibition, % at 10 µM | 200,000 tested, 1.5% active;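 active means inhibition above about 50% when tested at 10 µM, limit read from the data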
# APP 5'UTR act: activators of APP 5'UTR luciferase reporter, primary screen, SH-SY5Y cells | SH-SY5Y APP 5'UTR luciferase reporter, luminescence; zero percent = DMSO vehicle wells | activation, % at 2 µM | 190,000 tested, 1% active | AID 1276, 2008;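 active means activation above a set limit, based on mean plus 3 SD of controls, cut at about 140% in these data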; further: values of inactives mirror those of a sister screen read the other way
# STAT1 activator: STAT1 signaling activators, primary screen, cell-based, HTS, luciferase reporter; NIH 3T3 STAT1-luciferase reporter, IFN-gamma, luminescence; 100% = IFN-gamma alone, no compound; activation (% of control), % at 5.5 µM; 200,000 tested, 2.6% active; AID 932, 2007;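 active means activation above the screen-wide mean activation plus 3 SD, cut at about 130% in these data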;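 further: raw ratio to IFN-gamma control signal so 100% means no change and 0% no light; values of inactives mirror those of a sister screen read the other way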
# Efa HMGR inh: inhibitors of E. faecalis class II HMGR, primary screen, biochemical, Enterococcus faecalis; HMG-CoA reductase (Enterococcus faecalis, mvaE); purified E. faecalis HMGR, NADPH absorbance 340 nm kinetic; inhibition, % at 10 µM; 190,000 tested, 0.41% active; AID 1066, 2008;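 active means inhibition above a set limit, the median over all tested compounds plus 3 SD, cut at about 9.5% in these data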;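 further: enzyme runs in reverse so mevalonate oxidation gives rising NADPH absorbance; 0% = complete reaction with DMSO and 100% = background rate lacking mevalonate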
# The depositor's hits bear a star; . = not tested or not shown.
entry	structure	FLuc act counter	Hsp70 activator	G6PDH counter	APP transl inh	NF-kB expr up	Redox H2O2 prof	FLuc inh counter	APP 5'UTR act	STAT1 activator	Efa HMGR inh
1	COc1cccc(C(=O)C2CCCN(C(=O)CCC3=NNC(=O)CC3)C2)c1 (configuration not stated)	1	-0.1	14	8	1.2	-0.7	0	-8	109	-3
2	N#CC1=C(N)NC(SCc2ccc(F)cc2)=C(C#N)C12CCCCC2	1.1	-0.2	20	11	1	2.9	-8	-11	96	-5
3	CCC(C)C(NC(N)=O)C(=O)Nc1ccc(C(=O)OC)cc1 (configuration not stated)	1.1	-0.1	0	-4	1.1	-2.0	-6	4	93	-3
4	Cc1ccc(-c2nc3ccsc3c(=O)o2)cc1	0.8	-0.1	2	-5	2.9	-3.8	18	5	129*	-7
5	O=C(Nc1cccc(S(=O)(=O)N2CCCC2)c1)c1ccc2ccccc2n1	1	-0.3	2	21	0.71	-1.3	-3	-21	89	-5
6	CO/N=C(\Cn1ncc(NC2CCCCC2)c(Br)c1=O)c1ccc(Cl)cc1	1	-0.4	0	3	0.62	0.0	-2	-3	94	-1
7	O=C(CN1C(=O)c2ccccc2S1(=O)=O)NCCSCc1ccco1	1.1	-0.2	-2	5	0.9	0.1	-9	-5	106	-10
8	O=C(Nc1ccccc1Cl)c1ccc2c(c1)N(Cc1ccc(F)cc1)C(=O)CS2=O (configuration not stated)	1.1	-0.3	7	38	1.2	0.3	-5	-38	100	-1
9	CCC(O)(c1ccc(OC)cc1)C(CN1CCOCC1)c1ccccc1 (configuration not stated)	1.1	-0.2	1	-21	1	0.2	-6	21	95	-4
10	COC(=O)Nc1nc2c(s1)CCCC2	1	0.1	-2	-2	1.3	-2.3	3	2	96	0
11	CSc1nc(Oc2ccc(=O)n(C)n2)nc(N(C)C)n1	1	-0.2	4	-1	1.4	-3.5	-3	1	92	1
12	COc1cc(/C=N/NC(=O)c2ccccc2)ccc1O	0.8	-0.1	-4	-15	1.2	-0.7	20	15	117	5
13	Cc1ccc(-c2nnn(CC(=O)Nc3nnc(C(C)C)s3)n2)cc1	1	-0.2	15	-4	1.3	-0.5	2	4	100	1
14	O=C(CCS(=O)(=O)c1cccc2nonc12)NCCc1ccccc1	1	-0.3	2	2	1.1	-1.8	-3	-2	97	-3
15	CCc1cc(C(=O)N2CCCC(CNS(=O)(=O)c3cccs3)C2)n(C)n1 (configuration not stated)	1	-0.2	11	16	1.2	-0.4	-2	-15	99	-6
16	Cc1nc2cc(Cl)c([N+](=O)[O-])cc2s1	1.1	0.1	7	-4	1.2	-0.7	-7	4	89	0
17	OC1(c2ccc(F)cc2)CSC(=Nc2cccnc2)N1Cc1ccco1 (configuration not stated)	1	-0.1	-2	-6	0.75	-1.0	-4	6	102	-6
18	CN1CCN(CCCNC(=O)c2cc3c(-c4ccc(Cl)cc4)nn(C)c3s2)CC1	1.1	0.0	-1	8	1.1	-1.7	-7	-8	89	-3
19	COc1ccc(OCCCC(=O)NCC(C)C)cc1	1	-0.1	-1	.	0.93	0.3	-3	.	93	-4
20	CC(C)(C)C1CCC2(CC1)C(Nc1cccc(C(F)(F)F)c1)=NC(=S)N2CC#N (configuration not stated)	1.1	-0.3	4	0	1.1	1.3	-5	0	95	-5
21	COc1cc(C(=O)N2CCN(c3ncnc4sc(C)c(C)c34)CC2)cc(OC)c1OC	1	-0.3	11	-8	0.52	-3.4	-4	8	67	2
22	O=[N+]([O-])c1ccc(Cl)cc1N1CCOCC1	1	-0.3	8	-12	1.2	-1.1	-3	12	96	1
23	Cc1ccc(NC(=S)Nc2ccc(F)cc2)c(C)c1	1	-0.4	4	8	1.1	-1.0	0	-8	87	-7
24	COc1cccc2cc(C(C)OC(=O)Nc3ccc(C)cc3)oc12 (configuration not stated)	1.1	-0.3	9	-5	0.93	-0.2	-8	5	101	-7
25	Cc1ccc(-n2nc(C(=O)NCc3ccc(C)o3)c3c4ccccc4n(C)c3c2=O)cc1	1	-0.2	2	2	1	0.1	-4	-2	101	0
26	O=C(CCCN1C(=O)c2ccccc2C1=O)Nc1ccc2c(c1)OCCO2	1.1	0.1	2	4	1.1	-0.2	-5	-4	99	0
27	Cc1ccc(-n2nc(C)c(NC(=O)CCl)c2C)cc1C	1	-0.1	-11	-27	1.2	-0.2	-3	27	111	0
28	O=C(CCN1C(=O)c2ccccc2C1=O)CN1CCOCC1	1.1	-0.1	9	6	1.2	0.9	-6	-6	96	2
29	Cc1cc(C)cc(NC(=S)NCCCO)c1	1.1	-0.2	2	33	0.9	-0.1	-6	-33	104	6
30	CC(=O)Nc1ccc(Nc2cc(N3CCOCC3)c3nonc3c2[N+](=O)[O-])cc1	1.1	0.2	5	-5	1.2	-0.5	-6	5	97	-4
31	O=C1Nc2ccccc2N(O)N1c1cc(-c2ccccc2)[nH]n1	0.9	-0.3	4	-10	1	0.0	6	10	102	-6
32	CC1=C(C)CC(C(=O)NNC(=O)c2ccccc2O)C(C(=O)O)C1 (configuration not stated)	0.9	0.1	17	2	1.2	-1.8	5	-2	96	-1
33	CCCCN(CCCC)CC(O)CN(c1cc([N+](=O)[O-])ccc1OC)S(=O)(=O)c1ccccc1 (configuration not stated)	1	-0.5	-7	8	0.73	1.2	-4	-8	101	2
34	Cn1c(=O)[nH]c(=O)c2c1nc(N1CCOCC1)n2CCN1CCOCC1	1	-0.5	2	-5	1.1	1.7	-4	5	95	-3
35	c1ccc2c(c1)nc(NCCN1CCOCC1)c1nncn12	1	-0.4	2	-6	1.1	-0.6	0	6	102	-2
36	O=S(=O)(c1ccc(F)cc1)n1ccc(-c2cccc(OCc3ccc(Cl)cc3Cl)c2)n1	1	-0.1	3	5	1.3	4.0	-5	-5	95	1
37	C/C=C/c1cc(CN2CCN(c3ccc(OC)cc3)CC2)c(O)c(OC)c1	1	-0.4	-2	-8	1.1	-0.6	0	8	95	-1
38	C=CCN(CC=C)C(=S)NC(=O)c1ccc([N+](=O)[O-])cc1	1	-0.5	-4	18	1.1	-0.4	-1	-18	92	-5
39	O=C(/C=C/c1cccs1)NC1CCS(=O)(=O)C1 (configuration not stated)	1.1	0.0	3	15	1.1	-0.6	-6	-15	105	-5
40	O=C1CC(c2ccc(Cl)c(Cl)c2)CC(O)=C1C=NCCN1CCNCC1 (configuration not stated)	1	-0.3	-1	8	1.2	-0.6	-2	-8	98	1
41	COc1ccccc1CNC(=O)c1ccc(C)s1	1	0.1	5	-17	1.1	0.5	0	17	104	0
42	CC1CN(S(=O)(=O)Cc2ccccc2)CC(C)O1 (configuration not stated)	1	-0.4	0	0	1.1	-2.5	-5	0	98	-2
43	COc1ccc(-c2nc(C)sc2CC(=O)O)cc1OC	1.1	-0.2	10	-3	1.3	-2.1	-6	3	105	-3
44	CC(C)(C)NC(=O)C(c1ccncc1)N(C(=O)c1csnn1)c1cccc2ccccc12 (configuration not stated)	1	-0.3	14	30	1.2	-2.2	-2	-30	102	1
45	COc1ccc(CNS(=O)(=O)NCc2ccccc2)cc1	1	0.0	1	-14	1.1	-0.2	1	14	95	-1
46	Cc1ccc2c(c1)NC(=O)C(CC(=O)O)O2 (configuration not stated)	1	-0.2	3	-3	0.87	-0.3	-2	3	103	-6
47	COC(=O)c1cc2sc(Cl)cc2n1CC(=O)N1CCCc2ccccc21	1	-0.3	3	2	0.74	0.6	-2	-2	98	0
48	Cc1ccc(S(=O)(=O)CCC(=O)OCC(=O)c2c(C)[nH]c3ccccc23)cc1	1.1	-0.3	-20	5	1.1	0.4	-6	-5	96	-10
49	Cc1cc(NS(=O)(=O)c2ccc(NC(=O)COc3ccccc3Cl)cc2)no1	1	0.2	9	-12	1	-3.1	0	12	101	-4
50	CN(Cc1ccccc1)Cc1c(F)cccc1F	1	-0.3	10	-13	1.1	0.1	-2	13	94	-1
51	CCCCCCCCn1c2c(c(=N)c3ccccc31)CCC2	1	-0.1	6	-10	1.4	-0.4	-5	10	72	4
52	O=C1CC(c2ccc(S(=O)(=O)Nc3cc(C(F)(F)F)cc(C(F)(F)F)c3)cc2)CN1 (configuration not stated)	1.1	-0.4	3	-2	1.2	0.1	-5	2	94	-2
53	Cc1nc2ccc(NC(=O)c3nn(CC(C)C)c(=O)c4ccccc34)cc2s1	1	-0.4	-25	28	0.24	-0.5	4	-27	93	-7
54	Cc1nc(Cl)c(C(=O)NC(=O)Nc2cccc(C(F)(F)F)c2)c(C)c1[N+](=O)[O-]	1	-0.1	5	-2	1.4	-1.0	-1	2	93	0
55	COc1ccc(-c2nc(NC(=O)c3ccc(OCC(=O)N4CCOCC4)c(OC)c3)sc2C)cc1	1	0.0	8	5	0.3	0.0	-3	-5	98	0
56	CCn1c(=O)n(CC(=O)N(C)Cc2ccccc2)c(=O)c2ccccc21	1	-0.1	14	-10	0.86	0.4	-4	10	98	1
57	O=C(CSc1nc2ccccc2[nH]1)Nc1nc(-c2cccc(Br)c2)cs1	1	-0.1	-28	2	1.3	0.5	-2	-2	102	0
58	COCCN1C(=O)c2oc3cc(C)c(C)cc3c(=O)c2C1c1ccc(O)cc1 (configuration not stated)	.	-0.1	.	8	.	3.1	.	-8	106	.
59	N#Cc1c(NC(=O)c2nc3ncccn3n2)sc2c1CCCCC2	0.4	-0.1	-3	18	2.4	0.9	57*	-19	118	-3
60	Cc1ccccc1-n1nnnc1SCc1ncc(-c2ccccc2)o1	1.1	-0.1	7	7	1.1	-0.4	-7	-7	94	-8

# Arranged by the number under STAT1 activator (ascending): some entries from above
item | mol | Hsp70 activator | APP transl inh | NF-kB expr up | Redox H2O2 prof | APP 5'UTR act | STAT1 activator | Efa HMGR inh
50 | CN(Cc1ccccc1)Cc1c(F)cccc1F | -0.3 | -13 | 1.1 | 0.1 | 13 | 94 | -1
33 | CCCCN(CCCC)CC(O)CN(c1cc([N+](=O)[O-])ccc1OC)S(=O)(=O)c1ccccc1 (configuration not stated) | -0.5 | 8 | 0.73 | 1.2 | -8 | 101 | 2
35 | c1ccc2c(c1)nc(NCCN1CCOCC1)c1nncn12 | -0.4 | -6 | 1.1 | -0.6 | 6 | 102 | -2

# Continuation.
entry	structure	FLuc act counter	Hsp70 activator	G6PDH counter	APP transl inh	NF-kB expr up	Redox H2O2 prof	FLuc inh counter	APP 5'UTR act	STAT1 activator	Efa HMGR inh
61	CSc1nncn1/N=C/c1cc(Cl)ccc1F	1	0.1	14	-27	1.1	1.6	-2	27	106	-4
62	Cc1cc(Cl)cc(Br)c1OCCCCn1cncn1	1	-0.2	2	23	1	0.2	-1	-23	104	1
63	O=C(/C=C\c1ccc2c(c1)OCO2)Nc1nnc(SCC(=O)OCc2ccccc2)s1	1	0.5	-2	5	1.1	0.3	0	-5	105	-2
64	Cc1c(NC(=O)c2ccc3ncccc3c2)c(=O)n(-c2ccccc2)n1C	1.1	-0.3	6	-9	1.1	2.6	-5	9	101	0

# Compounds were not picked by outcome; 5.3% or so of the library scored in one or more.
